# KLK7 zymogen act: proKLK7 zymogen activators, primary screen, biochemical, fluorescence intensity; AID 652039, 2013; purified proKLK7, EDANS-DABCYL substrate fluorescence; 100% is mature enzyme control, 0% vehicle; Kallikrein-7 (Homo sapiens), P49862; activation, % at 7 µM; 0.9% of 370,000 active;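 active = activation above the mean of all tested compounds plus 3 SD, computed per campaign excluding outliers beyond control limits, cut at about 13% in these data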
# MBD2 DNA inh: inhibitors of MBD2 binding to methylated DNA, primary screen, biochemical, TR-FRET, DNA-binding domain, human; MBD2 binding to methylated oligonucleotide; inhibition, % at 4.4 µM; 0.31% of 370,000 active; in the data active = inhibition above about 13%
# PLC-beta3 inh: human PLC-beta3 inhibitors, primary screen, biochemical, fluorescence | 1-phosphatidylinositol 4,5-bisphosphate phosphodiesterase beta-3 (Homo sapiens), Q01970 | Purified PLC-beta3, fluorogenic substrate | 0.18% of 370,000 active | AID 720704, 2013 | inhibition, % at 12.2 µM; in the data active = inhibition above about 11%;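 also: 0% = median of compound wells on plate and 100% = full blocker control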
# DDE Tn6 FP inh: inhibitors of Tn6 peptide binding to fibrin DD(E), primary screen, biochemical, fluorescence polarization, human fibrin, Tn6 probe; inhibition, % at 8.3 µM; Fibrin DD(E) TRITC-Tn6 fluorescence polarization displacement; 0.21% of 370,000 active; Fibrinogen beta chain (Homo sapiens), P02675;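 active = inhibition above a per-campaign cutoff: mean of compounds within control limits plus 3 SD, cut at about 15% in these data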;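 also: 0% = median of all compound wells on the plate and 100% = blocking peptide control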
# ARFGAP1 inhibitor: inhibitors of rat ARFGAP1 GAP activity, primary screen, biochemical, fluorescence polarization, GDP tracer | ADP-ribosylation factor GTPase-activating protein 1 (Rattus norvegicus), Q62848 | Arfgap1-stimulated ARF1 GTP hydrolysis, GDP FP detection | inhibition, % at 16.5 µM | 0.26% of 360,000 active;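 active = inhibition above a per-plate limit, mean inhibition of low control wells plus 3 SD, cut at about 25% in these data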;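 also: 0% = DMSO wells with enzyme and 100% = wells lacking Arfgap1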
#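 Material: truncated rat Arfgap1 GAP domain; Incubation: compound-enzyme preincubation 20 min, reaction 120 min, detection 60 min, 25 °C; Read-out: percent inhibition of Arfgap1-stimulated GTP hydrolysis; Technique: FP, GDP Alexa 633 tracer displaced from anti-GDP antibody, 620/688 nm; Controls: No-Arfgap1 wells (100%) versus DMSO full-reaction wells (0%); Replication: single well per compound.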
# UHRF1 MBD2 ctr: UHRF1 methylated DNA binding inhibitors, primary screen, counter-screen for MBD2 inhibitor project, biochemical, TR-FRET, human UHRF1, single concentration. UHRF1 binding to methylated oligo. inhibition, % at 4.4 µM. 0.75% of 370,000 active. AID 687016, 2013; in the data active = inhibition above about 21%;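 also: UHRF1 SRA domain binding a hemimethylated CpG hairpin DNA probe; 0% = median of test compound wells and 100% = reference inhibitor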
# ASAP1 inh: inhibitors of human ASAP1 ArfGAP activity, primary screen, biochemical, fluorescence polarization; Arf-GAP with SH3 domain, ANK repeat and PH domain-containing protein 1 (Homo sapiens), …; ASAP1-stimulated ARF1 GTP hydrolysis, GDP FP detection; inhibition, % at 16.5 µM; 0.19% of 360,000 active; in the data active = inhibition above about 25%;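 also: 0% = vehicle with enzyme and substrate and 100% = no enzyme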
# DDE Tn7 FP inh: inhibitors of Tn7 peptide binding to fibrin DD(E), primary screen, biochemical, fluorescence polarization, human fibrin, Tn7 probe | inhibition, % at 8.3 µM | AID 720508, 2013 | Fibrinogen beta chain (Homo sapiens), P02675 | FP displacement of FITC-Tn7 peptide from fibrin DD(E); 0% = median of compound wells per plate | 0.13% of 370,000 active;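 active = inhibition above the mean of compounds falling within the control limits plus 3 SD of them, cut at about 14% in these data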;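 also: 0% = plate median of compound wells and 100% = 10 µM Aha-Tn7 peptide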
#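 Assay system: human fibrin DD(E). Input: DD(E) 2 µM final. Medium: Tris buffer with calcium and detergent, pH 7.8. Compound dosing: single point at 8.3 µM. Timing: 10 min plus 3 h, room temperature. Technique: fluorescence polarization of the labelled Tn7 tracer. Read-out: percent inhibition. Replicates: singlicate testing.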
# PLC-gamma1 inh: PLC-gamma1 enzyme inhibitors, primary screen, biochemical, fluorescence, purified enzyme; 0.84% of 370,000 active; AID 720700, 2013; fluorogenic substrate; inhibition, % at 12.2 µM; in the data active = inhibition above about 9.5%
# ADAM17 inh: ADAM17 inhibitors, primary screen, biochemical, QFRET. Disintegrin and metalloproteinase domain-containing protein 17 (Homo sapiens), P78536. recombinant ADAM17, EDANS/DABCYL FRET peptide cleavage. inhibition, % at 6.95 µM. 0.83% of 370,000 active;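 active = inhibition above the mean of compounds lying between control limits plus 3 SD, set per campaign, cut at about 8.5% in these data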;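 also: 0% = DMSO-only wells as the low control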
# Starred values were filed as active, the others as inactive; / = not tested or not shown.
# Every second line gives: MBD2 DNA inh	ADAM17 inh	DDE Tn7 FP inh	PLC-gamma1 inh	UHRF1 MBD2 ctr	ARFGAP1 inhibitor	KLK7 zymogen act	ASAP1 inh	PLC-beta3 inh	DDE Tn6 FP inh
- Cc1cc(NC(=O)CS(=O)(=O)c2ccc(Cl)cc2)no1
 : -1	-1	-6	4	2	0	0.3	7	-2	1
- C=CCN(CC=C)CC(O)Cn1c2ccccc2c2ccccc21 (configuration not stated)
 : 5	-5	4	1	3	3	-0.2	-5	0	-3
- COC(=O)C1=CN(Cc2ccc(C)cc2)C=C(C(=O)OC)C1c1cc(OC)c(OC)c(OC)c1
 : -7	-212	8	-224	-1	-2	-13	-11	-277	-5
- CCOc1ccccc1N=Cc1c(O)c2ccccc2oc1=O
 : 2	3	-5	-6	-2	8	-1.3	2	-9	12
- CC1(C)CC2(CCO1)CNC(=O)O2 (configuration not stated)
 : 2	-1	-5	7	0	12	-0.1	8	3	-4
- Cc1ccc(NC(=O)Nc2cc(Cl)ccc2C2COC(=O)C2=N)cc1 (configuration not stated)
 : -1	-2	-9	-65	-2	7	-0.3	7	-85	0
- CCn1c(=S)sc2nc(C)sc21
 : 6	-3	2	1	0	19	-0.2	9	-1	-2
- O=C(OCC(=O)c1ccc(Br)s1)c1ccc(O)cc1
 : 3	1	5	-1	-1	18	0.2	1	-3	0
- CCC(=O)Oc1ccc(C/C(=N\O)c2ccc(O)cc2O)o1
 : 1	-3	-1	-1	3	10	1.9	5	-9	-1
- COc1ccc(Br)cc1/C=N/NC(=O)c1cccnc1
 : -1	-1	-2	-6	-5	5	0.1	1	-10	-3
- O=C(C[C@H]1C(=O)N(Cc2ccccc2)C[C@@H]1Cc1ccccc1)Nc1ccc(Br)cc1
 : 5	4	0	1	1	9	0.5	11	-1	-5
- COc1ccccc1N(C(=O)CNC(=O)c1ccco1)C(C(=O)NCC1CCCO1)c1ccccc1 (configuration not stated)
 : 1	-3	-4	1	0	4	-0.2	-1	-5	3
- O=C(O)c1ccc(-c2ccc(/C=c3/sc4nc5ccccc5n4c3=O)o2)cc1Cl
 : 8	-6	3	-2	40*	-12	-0.5	9	-15	0
- O=C(c1cccs1)N1CCCC(c2nc(-c3ccc(F)cc3)no2)C1 (configuration not stated)
 : 1	2	-5	6	-1	5	0.3	13	0	-3
- CN(CCCNC(=O)c1ccc(/C=N/O)nc1)CCCN(C)Cc1ccccc1
 : -1	-3	1	2	-2	4	0.9	4	3	4
- C=CCn1c(Oc2ccc(C(=O)OC)cc2)nc2c1c(=O)n(C)c(=O)n2C
 : -1	-6	-3	1	0	5	0.1	-15	2	0
- Cc1ccc(S(=O)(=O)N2CCCC(C(=O)NCc3ccco3)C2)cc1Cl (configuration not stated)
 : -2	-4	-1	-1	-1	-13	-0.1	6	2	7
- CCCN(CCC)CC(O)COc1ccc([N+](=O)[O-])cc1 (configuration not stated)
 : -2	0	-2	3	-1	-6	-0.6	-3	1	-3
- CC(C)(C)NC(=O)CN(C(=O)C1CSC(=O)C1)c1ccc2c(c1)OCCO2 (configuration not stated)
 : -5	-4	1	0	-2	6	0.5	0	1	-9
- O=C(NCc1cccc(Cl)c1)c1cccc(S(=O)(=O)N2CCCCC2)c1
 : 6	-10	10	3	10	-2	-0.5	-1	-6	0

# Three of the entries above in order of the DDE Tn7 FP inh value, smallest number first.
compound	MBD2 DNA inh	ADAM17 inh	DDE Tn7 FP inh	PLC-gamma1 inh	ARFGAP1 inhibitor	KLK7 zymogen act	ASAP1 inh	PLC-beta3 inh	DDE Tn6 FP inh
O=C(c1cccs1)N1CCCC(c2nc(-c3ccc(F)cc3)no2)C1 (configuration not stated)	1	2	-5	6	5	0.3	13	0	-3
O=C(O)c1ccc(-c2ccc(/C=c3/sc4nc5ccccc5n4c3=O)o2)cc1Cl	8	-6	3	-2	-12	-0.5	9	-15	0
O=C(NCc1cccc(Cl)c1)c1cccc(S(=O)(=O)N2CCCCC2)c1	6	-10	10	3	-2	-0.5	-1	-6	0

# Remaining list, next part:
# Every second line gives: MBD2 DNA inh	ADAM17 inh	DDE Tn7 FP inh	PLC-gamma1 inh	UHRF1 MBD2 ctr	ARFGAP1 inhibitor	KLK7 zymogen act	ASAP1 inh	PLC-beta3 inh	DDE Tn6 FP inh
- O=C(COC(=O)c1cccs1)Nc1cccc(S(=O)(=O)N2CCOCC2)c1
 : -2	0	4	0	-2	-8	0.1	-6	2	8
- COc1ccc(-c2cc(C(=O)OC3CCOC3=O)c3ccccc3n2)cc1OC (configuration not stated)
 : 4	-3	3	-123	2	1	-0.9	2	-143	-8
- CC(C)Oc1ccc(C(=O)Nc2cc(=O)n(C)c(=O)n2C)cc1
 : 5	-2	2	-4	-1	-4	-0.1	7	0	-2
- NC(=S)Nc1ccc(F)c(F)c1F
 : 1	-2	6	-1	1	9	-0.4	3	-11	6
- Cc1cc(C)n(-c2cccc(Cl)c2C#N)n1
 : -3	-43	-5	-251	8	13	4.8	17	-307	-3
- Cc1ccc(NC(=S)N2CCSC2c2cccs2)cc1 (configuration not stated)
 : 5	-3	1	2	5	-4	0.1	-5	2	-5
- CCc1ccc(Cn2nnc(C(=O)Nc3ccc(OC)cc3OC)c2N)cc1
 : 4	-7	5	-4	4	-7	-5.9	-7	-5	1
- COc1cc(/C=N/NC(=O)COc2ccccc2[N+](=O)[O-])ccc1OC(=O)c1ccco1
 : -1	2	0	0	-3	-4	0.3	8	2	-4
- CN(C(=O)COC(=O)c1ccc(C#N)cc1)c1ccccc1
 : 2	1	-7	1	5	-8	-0.1	13	-3	0
- O=C1NC(Cc2ccc(O)cc2)c2nc3cc(F)ccc3c(=O)n2-c2cc3ccccc3cc21 (configuration not stated)
 : 3	7	-7	0	3	-2	-0.3	-10	1	-13
- O=C(O)C1CCCCC1C(=O)NCc1ccc(F)cc1 (configuration not stated)
 : -1	-1	1	-1	-3	6	0.0	-18	0	4
- Cc1cc(C)c2c(c1)C1C=CCC1C(c1ccc(S(=O)(=O)N3CCOCC3)cc1)N2 (configuration not stated)
 : 0	0	-5	-1	-1	9	0.5	1	2	0
- Cn1cccc1CC(=O)NN=Cc1cccc(F)c1
 : -1	-3	-2	-2	-4	/	0.4	/	-4	-3
- CCOC(=O)C1Cc2ccccc2C(=O)O1 (configuration not stated)
 : 5	-5	7	-1	11	5	-0.1	-13	-1	11
- CC(=O)c1ccc(-c2ccc(C(=O)Nc3nc(-c4ccccn4)cs3)o2)cc1
 : 0	-77	-6	-144	-3	2	-3.0	1	-182	-3
- COc1cc(/C=N/n2c(C)nc3ccccc3c2=O)cc(OC)c1O
 : 3	-2	8	0	-2	-8	-0.4	2	-3	1
- Clc1cccc(Cl)c1COc1ccccc1CNn1cnnc1
 : 5	-6	3	1	2	6	-0.5	3	-3	-1
- CCO[C@H]1OC(C(=O)N2CCN(Cc3ccc4c(c3)OCO4)CC2)=C[C@@H](C2CC2)[C@@H]1CCCO
 : 0	-3	-1	1	-1	-10	-0.4	-4	0	4
- CCc1cc(C(=O)c2ccc(OC)cc2)c(NC(=O)CN2CCN(C)CC2)s1
 : 7	-2	0	-6	2	-6	0.0	4	-17	-1
- Cc1ccccc1CC(=O)NC1CCCc2ccccc21 (configuration not stated)
 : -3	1	1	-1	-1	0	0.8	-4	-1	-5
- C=CCN(C(=O)CNS(=O)(=O)c1ccccc1)C(C(=O)NCCOC)c1cccnc1 (configuration not stated)
 : -2	0	3	6	5	2	0.2	-2	-5	-7
- CCCc1nn(C)c2c(=O)[nH]c(-c3cc(S(=O)(=O)Nc4ccc(NC(C)=O)cc4)ccc3OCC)nc12
 : -2	1	2	-2	1	-11	0.7	1	-8	4
- CCN(CC)CCCNC(=O)C1CCN(c2ncnc3c2sc2cccc(F)c23)CC1
 : 4	-13	3	-33	1	-7	1.8	-3	-58	-1
- COc1ccc(N2CCN(C(=O)CSc3nnc4c5cc(C)ccc5n(C)c4n3)CC2)cc1
 : -5	-3	12	1	3	4	0.0	2	1	-4
- Cc1ccc(NC(=O)[C@@H]2CCCN2C(=O)c2cccs2)cc1S(=O)(=O)N1CCCCC1
 : 4	-4	2	0	1	8	-0.4	-10	-12	-3
- Cc1cc(C)nc(S/C=C/C(=O)c2ccccc2F)n1
 : -3	0	-2	-1	2	19	0.1	-3	-11	-1

# 4 compounds drawn at random from the list so far, as already listed:
# Every second line gives: MBD2 DNA inh	ADAM17 inh	DDE Tn7 FP inh	PLC-gamma1 inh	UHRF1 MBD2 ctr	ARFGAP1 inhibitor	KLK7 zymogen act	ASAP1 inh	PLC-beta3 inh	DDE Tn6 FP inh
- CN(C(=O)COC(=O)c1ccc(C#N)cc1)c1ccccc1
 : 2	1	-7	1	5	-8	-0.1	13	-3	0
- O=C(COC(=O)c1cccs1)Nc1cccc(S(=O)(=O)N2CCOCC2)c1
 : -2	0	4	0	-2	-8	0.1	-6	2	8
- O=C1NC(Cc2ccc(O)cc2)c2nc3cc(F)ccc3c(=O)n2-c2cc3ccccc3cc21 (configuration not stated)
 : 3	7	-7	0	3	-2	-0.3	-10	1	-13
- CC(C)(C)NC(=O)CN(C(=O)C1CSC(=O)C1)c1ccc2c(c1)OCCO2 (configuration not stated)
 : -5	-4	1	0	-2	6	0.5	0	1	-9

# Grouped by structure: the entries above with two or more sulfur atoms
# Every second line gives: MBD2 DNA inh	ADAM17 inh	DDE Tn7 FP inh	PLC-gamma1 inh	UHRF1 MBD2 ctr	ARFGAP1 inhibitor	KLK7 zymogen act	ASAP1 inh	PLC-beta3 inh	DDE Tn6 FP inh
- CCn1c(=S)sc2nc(C)sc21
 : 6	-3	2	1	0	19	-0.2	9	-1	-2
- O=C(COC(=O)c1cccs1)Nc1cccc(S(=O)(=O)N2CCOCC2)c1
 : -2	0	4	0	-2	-8	0.1	-6	2	8
- Cc1ccc(NC(=S)N2CCSC2c2cccs2)cc1 (configuration not stated)
 : 5	-3	1	2	5	-4	0.1	-5	2	-5
- Cc1ccc(NC(=O)[C@@H]2CCCN2C(=O)c2cccs2)cc1S(=O)(=O)N1CCCCC1
 : 4	-4	2	0	1	8	-0.4	-10	-12	-3

# Assay outcomes: PubChem BioAssay, The Scripps Research Institute Molecular Screening Center
